# RGS4 inh: human RGS4 inhibition; Potency, µM (titrated, usually from 114 µM), without a hit: top-dose activity change, negative = inhibition, usual class: inhibitors; P49798; Transcreener GDP fluorescence polarization, RGS4-accelerated GTP hydrolysis; 390,000 compounds, 0.039% hits; AID 504845; further: potency means the concentration at half of the fitted maximal effect; on the % scale 0 is the no-effect control and ±100 the full control effect; nearly all actives have a fitted effect of over 75% in size; some results filed as inactive show a strong effect at the top dose
# Target sequence (P49798 whole entry, looked up): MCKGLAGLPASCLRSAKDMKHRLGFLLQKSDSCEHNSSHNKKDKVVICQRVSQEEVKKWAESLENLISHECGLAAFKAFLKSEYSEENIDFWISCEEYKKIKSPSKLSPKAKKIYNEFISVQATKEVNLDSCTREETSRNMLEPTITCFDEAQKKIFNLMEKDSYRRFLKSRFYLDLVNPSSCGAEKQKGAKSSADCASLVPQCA
#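 MLSMR compounds (23 nl, pin-transferred) preincubated 10 min at room temperature with a 500nM (2x) first reagent, then RGS4 at 900nM (2x) plus Transcreener GDP mix added; fluorescence polarization (620/688 nm) read before and after 90 min at 30 °C.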
# LDHA inh: LDHA (human) enzyme inhibition | AID 1347041 | P00338 | activity change, % (values are at about 110 or 230 µM) | purified LDHA, NADH/diaphorase-resazurin fluorescence; hits give low values | 480,000 compounds, 0.15% hits; in the data active means activity change below about -30%; inconclusive means mostly about -25% to -30%;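 further: plate controls were DMSO wells for no effect and wells without enzyme for full effect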
#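 Human LDH5 (2 nM) was incubated with 0.06 mM NADH and 0.2 mM pyruvate for 5 min at room temperature in Tris pH 7.4. Remaining NADH was coupled through diaphorase/resazurin, and resorufin fluorescence was read at 0 and 20 min.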
# Pol eta inh: blocks human DNA polymerase eta activity; 390,000 compounds, 1.2% hits; recombinant Pol eta, fluorescent DNA replication assay; Potency, µM (top dose mostly 114 µM), for the others: at the highest dose activity change, negative = inhibition, hits mostly inhibitors; further: potency means the concentration at half of the fitted maximal effect; on the % scale 0 is the no-effect control and ±100 the full control effect
#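 Pol eta at 10 nM preincubated with compounds 15 min at room temperature; reaction started with fluorescent substrate (50 nM final) and read kinetically at 0 and 10 min.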
# Pol kappa inh: DNA polymerase kappa (human) inhibition. 400,000 compounds, 0.53% hits. AID 588579. Potency, µM (doses to about 107 µM), for the others: top-dose activity, negative = inhibition, most hits filed as inhibitors. purified Pol kappa, fluorescent DNA synthesis assay, 10 min; further: potency means the concentration at half of the fitted maximal effect; on the % scale 0 is the no-effect control and ±100 the full control effect
#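 Here, compound and 10 nM enzyme are combined for 15 min at room temperature; adding 50 nM substrate (final) starts DNA synthesis, tracked by fluorescence at 0 and 10 min against buffer-only wells.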
# APE1 inh: blocks human APE1 abasic DNA cleavage. 350,000 compounds, 0.35% hits. recombinant APE1, TAMRA/BHQ-2 abasic DNA cleavage fluorescence. Potency, µM (top dose mostly 65.8 µM), for inactives: at the top dose activity change, negative = inhibition, hits mostly inhibitors. AID 2517. P27695;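 further: potency means the concentration at half of the fitted maximal effect; plate controls were vehicle for no effect and reference inhibitor for full effect; nearly all actives have a fitted effect of over 55% in size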
#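 Kinetic fluorescence read (525 ex/598 em nm, three reads 60 s apart) of AP-site incision; signal = third minus first read. Enzyme 0.75 nM, dual-labelled THF duplex 50 nM, compound preincubation 15 min RT.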
# 12-LOX inh: inhibitors of human 12S-lipoxygenase ALOX12 | P18054 | purified 12hLO, xylenol orange hydroperoxide absorbance | Potency, µM (series often up to 108 µM), for inactives: top-dose activity change, negative = inhibition, usual class: inhibitors | 580,000 compounds, 1.1% hits; further: potency means the concentration at half of the fitted maximal effect; on the % scale 0 is the no-effect control and ±100 the full control effect
# Target sequence (P18054 whole entry, looked up): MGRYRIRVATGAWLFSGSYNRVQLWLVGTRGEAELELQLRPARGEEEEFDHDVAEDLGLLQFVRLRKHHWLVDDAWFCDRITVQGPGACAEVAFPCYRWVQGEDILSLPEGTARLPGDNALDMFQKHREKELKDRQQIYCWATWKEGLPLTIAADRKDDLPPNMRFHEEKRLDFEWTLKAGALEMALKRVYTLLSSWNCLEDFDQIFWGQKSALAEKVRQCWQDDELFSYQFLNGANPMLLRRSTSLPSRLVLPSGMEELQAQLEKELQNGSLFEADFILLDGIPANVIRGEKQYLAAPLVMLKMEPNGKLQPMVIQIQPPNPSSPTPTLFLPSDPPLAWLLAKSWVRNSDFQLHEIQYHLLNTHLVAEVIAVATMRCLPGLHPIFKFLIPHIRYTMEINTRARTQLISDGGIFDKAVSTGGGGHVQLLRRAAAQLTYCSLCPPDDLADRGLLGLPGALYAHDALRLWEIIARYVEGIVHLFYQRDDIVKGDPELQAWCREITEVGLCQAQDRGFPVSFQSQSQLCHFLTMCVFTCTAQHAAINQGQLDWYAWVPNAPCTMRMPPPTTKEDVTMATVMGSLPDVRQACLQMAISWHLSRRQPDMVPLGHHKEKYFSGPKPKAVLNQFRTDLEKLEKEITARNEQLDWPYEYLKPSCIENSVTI
#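 Purified human 12hLO (150 nM final) in 25 mM Hepes, 0.01% Triton X-100, pH 7.0 was preincubated 15 min at room temperature with compound. Then 40 uM arachidonic acid was added, 30 min. Hydroperoxide was read by Fe-XO absorbance ratio 573/405 nm.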
# POLB inh: inhibitors of human DNA polymerase beta. Pol beta primer extension/strand displacement, fluorescence kinetic. Potency, µM (highest dose often 114 µM), for inactives: at the top dose activity change, negative = inhibition, most hits filed as inhibitors. 340,000 compounds, 1.3% hits. AID 485314; further: potency means the concentration at half of the fitted maximal effect; on the % scale 0 is the no-effect control and ±100 the full control effect
#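 Enzyme-only controls used 10 nM Pol beta; buffer lacking enzyme served as negative control. Compound preincubated 15 min, then 50 nM substrate added; 0 and 10 min reads at room temperature.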
# ERG Ets-DNA blk: inhibitors of human ERG Ets domain-DNA interaction; fluorescence polarization, His-ERG Ets domain / labelled DNA; Potency, µM (highest dose often 76.9 µM), without a hit: at the top dose FP activity, negative = inhibition, usual class: inhibitors; 370,000 compounds, 0.028% hits; P11308; active means well fitted inhibition curve with a large enough effect in the polarisation, with a control signal flat; inconclusive means small, poorly fitted or top-dose-only effect, or effect the other way, or a change in a side signal; inactive means no such curve, though single readings can be large or run the other way; the % refers to the polarisation;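 further: polarization taken with two DNA probes labelled with fluorescein and Texas red; potency means the concentration at half of the fitted maximal effect; % of control where 0% means no effect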
#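 His-tagged ERG Ets domain (1 uM in the protein solution; 300mM KCl, 50mM Tris-HCl, 1mM EDTA, 1mM DTT, pH 7.5) received compound, then a probe mix of 5 nM fluorescein-DNA and 100nM Texas-615-DNA. Fluorescence polarization was read for both dyes.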
# Anesthetic bind: binds horse apoferritin like a general anesthetic; apoferritin/1-aminoanthracene competitive binding, fluorescence; Potency, µM (series often up to 77.5 µM), without a hit: top-dose activity change, negative = displacement, usual class: inhibitors; 350,000 compounds, 0.074% hits; further: potency means the concentration at half of the fitted maximal effect; on the % scale 0 is the no-effect control and ±100 the full control effect; nearly all actives have a fitted effect of over 20% in size
# Target sequence (P02791 2-175 limits assumed): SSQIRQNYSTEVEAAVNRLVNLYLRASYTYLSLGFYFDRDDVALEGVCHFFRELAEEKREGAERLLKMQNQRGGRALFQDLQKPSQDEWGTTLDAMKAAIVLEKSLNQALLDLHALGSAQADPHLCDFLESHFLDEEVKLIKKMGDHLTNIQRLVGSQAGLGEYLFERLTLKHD
#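 Read-out: endpoint 1-AMA fluorescence, excitation 380 nm and emission 535 nm, after compounds sit 10 min at room temperature with 10 uM horse-spleen apoferritin in 50% saturated 1-AMA/PBS. Values come from four-parameter Hill fits.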
# * hit, by the source's call; i = inactive; u = inconclusive; x = not tested or not shown; & = joins results of further samples; [ ] = dose if it differs, or a comment. Unless noted, the call rests on the fitted dose curve; in most records, active means well fitted curve in the direction sought with a large enough effect; inconclusive means small, poorly fitted or top-dose-only effect, or another doubt; inactive means no such curve, though single readings can be large; an effect the other way counts as inactive or inconclusive. The list is partial, so the mix of outcomes need not match the whole.
SMILES,RGS4 inh,LDHA inh,Pol eta inh,Pol kappa inh,APE1 inh,12-LOX inh,POLB inh,ERG Ets-DNA blk,Anesthetic bind
N#CC1(NC(=O)COc2cc(F)ccc2[N+](=O)[O-])CCCCC1,-6%,-9,-10%,4%,-10%,5%,x,-7%,x
COc1ccc(N(C)C(=O)C2CCN(S(=O)(=O)c3cccc4nonc34)CC2)cc1,-8%,-2,-7%,-6%,-2%,-3%,37%,30%[activator],4%
CC(OC(=O)CNS(=O)(=O)c1ccc(C#N)cc1)C(=O)Nc1cccc(C#N)c1 (centres undefined),-1%,-3,-17%,-5%,29%,7%,x,7%,x
O=C(CSc1nc2ccccc2c(=O)n1-c1ccccc1F)Nc1ccc2c(c1)CCC2,-16%,13,-16%,-7%,-2%,-2%,38%,1%,-3%
O=[N+]([O-])c1ccc(NCCN2CCOCC2)c([N+](=O)[O-])c1,8%,-3,-5%,-2%,30%,3%,3%,8%,-19%
CN(CCc1ccccn1)c1ccccc1,-11%,-15,-8%,-15%,x,u,x,-4%,x
COc1ccc(Cl)cc1C=CC=Nc1ccc(S(N)(=O)=O)cc1,13%,-5,10%,-3%,x,u,x,-7%,x
CC(C)(C)CNC(=O)[C@]1(C)CCC[C@@]2(C)C3CC[C@@]4(C)C[C@]3(CCC21)CC4=O (some centres undefined),-5%,0,-20%,-9%,-8%,1%,x,-5%,x
CCOc1ccc(CCNC(=O)C2CCN(C(=O)c3cc4sccc4n3CC)CC2)cc1OCC,-6%,3,1%,5%,x,-9%,-9%,1%,125%[activator]
COC(=O)c1ccc(Sc2ccccn2)c([N+](=O)[O-])c1,1%,0,-9%,-9%,17%,-25%,51%,x,7%
CCOCCCn1c(SCC(=O)Nc2ccccc2)nc2ccccc2c1=O,-28%,0,-4%,0%,0%,-16%,26%,-4%,-11%
O=C1c2ccccc2C(=O)N1CCN1CCc2ccccc21,-29%,15,-14%,-10%,-4%,0%,6%,-1%,u
CC(OCCN(C)C)C(=O)C12CC3CC(CC(C3)C1)C2 (centres undefined),12%,-4,6%,-9%,-1%,-3%,-10%,-4%,-1%
COc1cc(C(C)=O)ccc1OCC(O)CNCC(O)c1ccccc1 (centres undefined),4%,-8,-12%,10%,17%,-13%,15%,-12%,8%
Cc1c(C(=O)N(C)C)sc2c1c(=O)n(-c1ccc(F)cc1)c(=O)n2Cc1ccccc1C#N,-15%,2,-17%,0%[60.1 µM],x,-18%,-25%,2%,0%
Cc1cccc(Nc2nc(C)nc(N)c2S(=O)(=O)c2ccccc2)c1,-2%,-7,-7%,-2%,x,-19%,28%,7%,-9%
CSc1nc(Oc2ccc(Cl)cc2)c2sccc2n1,-3%,-5,-15%,-4%,2%,3%,-16%,-1%,3%
CC(C)CN1C(=O)C(NC(=O)C2CC2)(C(F)(F)F)C2=C1CC(C)(C)CC2=O (centres undefined),21%,-11,-13%,-3%,8%,9%,5%,-2%,2%
CCc1ccc(C(=O)NNC(=O)C2CC(=O)N(Cc3ccccc3)C2)cc1 (centres undefined),-2%,-11,-1%,-5%,3%,-4%,x,-4%,x
Cc1ccc(Cl)cc1N1CCN(S(=O)(=O)c2c(C)[nH]c(C)c2C(=O)N2CCCC2)CC1,1%[56.9 µM],-8,2%,-2%,-1%,u,0%,-8%,9%
COc1ccccc1N(CC(=O)N1CCCC1)S(=O)(=O)c1ccc(C)cc1,-12%,-7,-12%,-14%,38%[12.4 µM],16%,-11%,0%,2%
O=C(Nc1ccsn1)c1ccc(Cl)cc1Cl,16%,-3,-2%,-17%,-4%,-1%,11%,-1%,1%
CCCS(=O)(=O)N1CC(=O)N(c2cccc(F)c2)C(C)(C(=O)NC2CCCCCC2)C1 (centres undefined),3%,-4,-7%,-5%,x,-1%,-28%,1%,1%
CC(C)c1cc(C(=O)N2CCCC(Nc3ccc(F)cc3)C2)nc(N)n1 (centres undefined),16%,3,-11%,-5%,-5%,0%,-4%,-6%,-12%
O=C(NCc1ccccn1)c1cc(S(=O)(=O)N2CCCCC2)ccc1Cl,-11%,-6,-5%,-14%,6%,8%,x,0%,x
CCc1nnc(NC(=O)c2oc3cc(C)c(C)cc3c2C)s1,-11%,-3,u,-12%,9%,0%,24%,-9%,-5%
CC1Cc2ccccc2N1C(=O)CSc1nnc(-c2cccc(Cl)c2)o1 (centres undefined),25%,-9,x,-2%,x,-9%,-2%,-2%,19%
CCc1c(C)sc(NC(=O)c2cc(C(C)C)on2)c1C#N,-7%[11.4 µM],-7,-18%,-20%,0%,0%,0%,3%,u
C[C@@H]1CCC(=O)N(C[C@@H](C)CSc2ccccc2)CC1,20%,-5,-9%,-6%&4%,23%,0%,-29%,-24%,-10%
C=CCOc1ccc(C(=O)Nc2ccccc2C(=O)NCc2cccnc2)cc1,-6%,-9,-8%,-2%,30%,u,19%,-5%,5%

# Three entries from above, sorted by the number in POLB inh, descending.
SMILES,RGS4 inh,LDHA inh,Pol eta inh,Pol kappa inh,APE1 inh,12-LOX inh,POLB inh,ERG Ets-DNA blk,Anesthetic bind
O=C(Nc1ccsn1)c1ccc(Cl)cc1Cl,16%,-3,-2%,-17%,-4%,-1%,11%,-1%,1%
CC(C)CN1C(=O)C(NC(=O)C2CC2)(C(F)(F)F)C2=C1CC(C)(C)CC2=O (centres undefined),21%,-11,-13%,-3%,8%,9%,5%,-2%,2%
CC(C)c1cc(C(=O)N2CCCC(Nc3ccc(F)cc3)C2)nc(N)n1 (centres undefined),16%,3,-11%,-5%,-5%,0%,-4%,-6%,-12%

# The listing continues:
SMILES,RGS4 inh,LDHA inh,Pol eta inh,Pol kappa inh,APE1 inh,12-LOX inh,POLB inh,ERG Ets-DNA blk,Anesthetic bind
O=C(CN1CCCC1)Nc1cc(C(F)(F)F)ccc1Cl,-11%,-2,-12%,-23%,1%,-1%,-10%,-16%,-7%
COC(=O)N/N=C(\CCC(=O)O)c1cccs1,17%,-12,-4%,-13%,12%,u,10%,-6%,3%
Cc1cccc(N2C(=O)CC(N3CCN(C(=O)c4ccccc4)CC3)C2=O)c1 (centres undefined),10%,-13,9%,-4%,4%,-7%,5%,-1%,-3%
Cn1ccnc1Sc1nc2ccccc2nc1NS(=O)(=O)c1ccccc1,-17%,-7,-1%,-2%,u,-9%,1%,-1%,-16%
CCOC(=O)Cn1c(=O)n(Cc2ccco2)c(=O)c2ccc(C(=O)NC3CCCC3)cc21,-40%,-11,-12%,-10%,0%,27%,9%,4%,-9%
CCCCC(=O)Nc1cccc(-c2nc3ccccc3s2)c1,-37%,-1,-3%,3%,x,-18%,2%,3%,-14%
Cc1nnc(SCC(=O)Nc2ccc([N+](=O)[O-])cc2)n1CC1CCCO1 (centres undefined),-8%,-2,-8%,-7%,3%,13%,5%,-3%,-5%
O=C(NN1CCOCC1)c1cccc(Br)c1,-7%,-8,1%,-3%,x,i,x,-2%,x
COc1ccc(OC)c(C(C)NS(=O)(=O)c2cccs2)c1 (centres undefined),0%,2,-15%,5%,4%,346%[activator],x,-3%,x
O=C(NCc1ccco1)c1nc(-c2ccc(F)cc2)no1,-31%,3,-16%,1%,2%,-6%,11%,9%,-20%
COc1cc(/C=C2\SC(=S)N(CCC(=O)NCCc3ccccc3)C2=O)cc(OC)c1OC,4%,-2,-22%,-2%,9%,-30%,9%,8%,-6%
Cc1ccc(C(O)(C(=O)NNc2ccccn2)c2ccc(C)cc2)cc1,13%,-12,1%,-6%,2%,6%,0%,-6%,-8%
CC[C@@]1(C(=O)OC)N[C@H](CN(C)C(=O)c2ccc(C)cc2)[C@@H]2C(=O)N(C)C(=O)[C@@H]21,-2%,-4,-2%,4%,3%,u,x,-4%,x
O=C(NC(=S)Nc1cccc2cnccc12)c1ccccc1,-51%,18,-12%,-6%,7%,-4%,12%,-4%,0%
O=C(O)CC(Cc1ccc(Cl)cc1)C(=O)Nc1cc(Cl)ccc1Cl (centres undefined),21%,-4,-6%,-17%,-2%,-35%,-2%,3%,u
CCOc1cc(C(=O)N(CC)CC(=O)Nc2c(F)cccc2F)ccc1OCC(=O)N1CCOCC1,-16%,-2,-10%,-1%,52%,x,x,5%,x
CCn1c(=O)cc(SCC(=O)NCCc2ccc(OC)cc2OC)c2ccccc21,-7%,0,1%,-7%,x,-8%,10%,0%,-10%
Cc1ccc(-n2c(SCC(=O)N/N=C/c3ccccc3C(=O)O)nnc2-c2ccccc2)cc1,14%,-5,-22%,-1%,6%,-24%,13%,-8%,-12%
O=Cc1[nH]c2ccccc2c1N(C(=O)CCl)c1ccccc1,-5%,-9,20µM*,-11%,-1%,25%,-10%,-1%,4%
COc1ccc(-c2oc3ccccc3c(=O)c2O)cc1,i,x,x,-5%[19.4 µM],-2%,-2%,x,x,x
CCCCn1c(N)c(N(CCOC)C(=O)COC(=O)CNC(=O)c2ccc(Cl)c(Cl)c2)c(=O)[nH]c1=O,-16%,1,-1%,16%,x,-3%,x,2%,x
COc1ccc(OC)c(NC(=O)COC(=O)c2ccc(-n3cnnn3)cc2)c1,-33%,-1,u,-5%,2%,-6%,26%,0%,-11%
CCCC(=O)N1CCN(Cc2nc3cc([N+](=O)[O-])ccc3n2C)CC1,0%,1,-2%,-4%,-5%,8%,24%,-12%,0%
CC(NC(=O)c1ccc(N(C)C)cc1)c1ccc(F)cc1 (centres undefined),-13%,-4,-20%,-8%,-2%,32%,-2%,-9%,-9%
